LAP4 TOR yeast: alters LAP4-GFP fluorescence in TOR pathway yeast screen. S. cerevisiae LAP4-GFP multiplex, flow cytometry GFP, 3 h; median GFP as percent of DMSO wells. GFP response vs DMSO, % at 10 µM. hit rate 0.34% among 320,000. AID 2023;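 active = GFP response vs DMSO above a set limit, about the screen mean plus 3 SD, cut at about 150% in these data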
Yeast superoxide: yeast age-related superoxide inhibition as caloric restriction mimetic; S. cerevisiae aged cells, superoxide DHE fluorescence; stronger effect = lower value; superoxide response (% of plate mean), % at 10 µM; hit rate 0.18% among 330,000; AID 2690;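 active = superoxide response under a set limit, about three screen SD below normal, cut at about 65% in these data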;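 note: yeast aged for seven days with compound at 30 °C before DHE staining; 100% = average MFI of all compound-treated wells on the plate with controls excluded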
CIT2 TOR yeast: modulators of TOR pathway CIT2-GFP in S. cerevisiae. S. cerevisiae CIT2-GFP strain, flow cytometry, 3 h; 100 means same as DMSO wells. GFP response vs DMSO, % at 10 µM. hit rate 0.065% among 320,000. AID 2029;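 active = GFP response relative to DMSO above a set limit, near the screen mean plus 3 SD, cut at about 150% in these data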;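 note: ratio of well median GFP fluorescence to mean of DMSO wells on the plate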
VLA-4 inh: inhibition in a human VLA-4 binding assay | hit rate 0.2% among 330,000 | inhibition, % (about 7 µM as worked out from the volumes in the protocol) | VLA-4 expressing cells, ligand binding flow cytometry; in the data active = inhibition above about 50%
GRK2 inh: human GRK2 inhibition via aptamer displacement; inhibition of aptamer binding, % at 10 µM; P25098; hit rate 0.59% among 330,000; bead flow cytometry, FAM-aptamer displacement from GRK2;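 active = inhibition of aptamer binding above 40%, roughly 3 SD of noise, on plates passing a quality check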;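 note: median bead fluorescence of bound FAM aptamer so fluorescent compounds give negative values; no value below 0 was filed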
Target sequence (P25098 whole entry, looked up): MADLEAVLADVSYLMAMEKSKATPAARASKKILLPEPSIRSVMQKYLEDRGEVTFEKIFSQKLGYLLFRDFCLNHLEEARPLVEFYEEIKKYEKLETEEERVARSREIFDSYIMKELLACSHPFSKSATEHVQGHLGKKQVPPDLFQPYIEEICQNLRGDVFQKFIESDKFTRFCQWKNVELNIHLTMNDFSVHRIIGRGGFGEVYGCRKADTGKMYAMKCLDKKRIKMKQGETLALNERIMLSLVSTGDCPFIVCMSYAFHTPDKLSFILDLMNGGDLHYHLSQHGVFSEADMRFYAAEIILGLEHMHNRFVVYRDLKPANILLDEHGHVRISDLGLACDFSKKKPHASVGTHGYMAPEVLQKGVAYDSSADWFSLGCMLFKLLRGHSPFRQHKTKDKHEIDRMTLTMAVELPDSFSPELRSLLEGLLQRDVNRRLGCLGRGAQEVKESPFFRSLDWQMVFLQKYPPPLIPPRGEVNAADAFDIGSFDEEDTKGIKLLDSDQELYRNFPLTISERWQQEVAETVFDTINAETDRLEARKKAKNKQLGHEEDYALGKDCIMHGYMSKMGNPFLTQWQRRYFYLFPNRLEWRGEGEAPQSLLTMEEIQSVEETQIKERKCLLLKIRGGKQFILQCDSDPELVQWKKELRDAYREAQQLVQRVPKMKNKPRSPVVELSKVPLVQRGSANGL
MEP2 TOR yeast: yeast TOR pathway MEP2-GFP modulation. S. cerevisiae MEP2-GFP strain, flow cytometry GFP, 3 h; 100% = DMSO control level. GFP response vs DMSO, % at 10 µM. hit rate 0.51% among 330,000. AID 2016;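 active = GFP response versus DMSO above a set limit, roughly screen mean plus 3 SD, cut at about 180% in these data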;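 note: median GFP fluorescence of the barcode-gated MEP2-GFP cells per well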
AGP1-GFP MLPCN: yeast TOR pathway AGP1-GFP modulation. S. cerevisiae AGP1-GFP multiplex flow cytometry, 3 h; GFP as percent of DMSO wells. GFP response vs DMSO, % at 10 µM. hit rate 0.02% among 320,000;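 active = GFP response relative to DMSO above a set limit, near screen average plus 3 SD, cut at about 150% in these data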;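 note: median GFP channel fluorescence of the gated AGP1 strain per well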
RPL19A TOR yeast: yeast TOR pathway RPL19A-GFP modulation | S. cerevisiae RPL19A-GFP strain, flow cytometry, 3 h; stronger effect = lower value | percent response vs DMSO, % at 10 µM | hit rate 0.3% among 330,000 | AID 2025;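 active = percent response vs DMSO below 50%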;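 note: median channel GFP fluorescence of the barcoded RPL19A-GFP strain; ratio of sample median GFP to plate DMSO average so 100% = DMSO; lower means less RPL19A-GFP as with rapamycin TOR inhibition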
* marks the source's active call; other numbers are inactive results.

How did COc1ccc(C(CNC(=O)c2cccc(S(=O)(=O)Nc3ccc(C)cc3)c2)N2CCOCC2)cc1 (stereo unspecified) do in these assays?
LAP4 TOR yeast: 110.9; Yeast superoxide: 88.5; CIT2 TOR yeast: 102.6; VLA-4 inh: 11.8; GRK2 inh: 0.0; MEP2 TOR yeast: 97.4; AGP1-GFP MLPCN: 108.7; RPL19A TOR yeast: 92.9

What do the screens show for `Cc1ccc(S(=O)(=O)N(C)C)cc1NC(=O)c1cc(C(C)(C)C)nn1Cc1ccccc1`?
LAP4 TOR yeast: 105.9; Yeast superoxide: 105.0; CIT2 TOR yeast: 106.1; VLA-4 inh: 3.4; GRK2 inh: 2.0; MEP2 TOR yeast: 87.3; AGP1-GFP MLPCN: 114.0; RPL19A TOR yeast: 96.1

Results for COC(=O)c1ccc2nc(NC(=O)COC(=O)CSc3nc(C)cc(C)n3)sc2c1 ?
LAP4 TOR yeast: 95.0; Yeast superoxide: 91.9; CIT2 TOR yeast: 96.1; VLA-4 inh: 8.1; GRK2 inh: 0.0; MEP2 TOR yeast: 100.8; AGP1-GFP MLPCN: 97.5; RPL19A TOR yeast: 99.8

How did CC(Oc1ccc(F)cc1)C(=O)N1CCN(c2ncccn2)CC1 (stereo unspecified) do in these assays?
LAP4 TOR yeast: 105.2; Yeast superoxide: 95.0; CIT2 TOR yeast: 82.3; VLA-4 inh: 32.6; GRK2 inh: 6.0; MEP2 TOR yeast: 94.9; AGP1-GFP MLPCN: 95.0; RPL19A TOR yeast: 95.5

How did N#CCC(=O)N1CCN(C=O)CC1 do in these assays?
LAP4 TOR yeast: 102.4; Yeast superoxide: 103.3; CIT2 TOR yeast: 98.8; VLA-4 inh: 14.1; GRK2 inh: 5.0; MEP2 TOR yeast: 111.4; AGP1-GFP MLPCN: 100.4; RPL19A TOR yeast: 99.0

What do the screens show for `O=c1oc(-c2ccccc2F)nc2scc(-c3ccccc3)c12`?
LAP4 TOR yeast: 112.4; Yeast superoxide: 108.4; CIT2 TOR yeast: 96.8; VLA-4 inh: 7.2; GRK2 inh: 1.0; MEP2 TOR yeast: 95.1; AGP1-GFP MLPCN: 104.0; RPL19A TOR yeast: 98.7

Results for CCOC(=O)Cn1cnc2c(sc3nc(C)cc(C)c32)c1=O ?
LAP4 TOR yeast: 91.5; Yeast superoxide: 93.5; CIT2 TOR yeast: 88.4; VLA-4 inh: 13.0; MEP2 TOR yeast: 96.0; AGP1-GFP MLPCN: 90.8; RPL19A TOR yeast: 99.1

Results for Cc1cccc(NS(=O)(=O)c2cccc(C(=O)N3CCCCCC3)c2)c1 ?
LAP4 TOR yeast: 105.9; Yeast superoxide: 89.7; CIT2 TOR yeast: 97.7; VLA-4 inh: 3.7; GRK2 inh: 4.0; MEP2 TOR yeast: 101.0; AGP1-GFP MLPCN: 106.7; RPL19A TOR yeast: 95.6

Results for CCCCCCC(=O)Nc1ccc(Br)cn1 ?
LAP4 TOR yeast: 104.8; Yeast superoxide: 97.5; CIT2 TOR yeast: 99.0; VLA-4 inh: 14.1; GRK2 inh: 0.0; MEP2 TOR yeast: 103.1; AGP1-GFP MLPCN: 99.8; RPL19A TOR yeast: 100.9

Results for COc1ccc(-c2cc3c(=O)n(CC(=O)NCc4ccccc4F)ncn3n2)cc1 ?
LAP4 TOR yeast: 101.0; Yeast superoxide: 102.2; CIT2 TOR yeast: 91.4; VLA-4 inh: -7.1; GRK2 inh: 0.0; MEP2 TOR yeast: 97.2; AGP1-GFP MLPCN: 92.0; RPL19A TOR yeast: 90.6

How did CCc1cc(C(=O)Nc2nc(-c3ccccn3)cs2)sc1C do in these assays?
LAP4 TOR yeast: 207.6*; Yeast superoxide: 80.5; CIT2 TOR yeast: 78.1; VLA-4 inh: -57.5; GRK2 inh: 0.0; MEP2 TOR yeast: 98.7; AGP1-GFP MLPCN: 70.3; RPL19A TOR yeast: 88.2

Results for O=C(Nc1ccc(F)c(Cl)c1)Nn1cnnc1 ?
LAP4 TOR yeast: 105.0; Yeast superoxide: 101.5; CIT2 TOR yeast: 108.5; VLA-4 inh: -6.5; GRK2 inh: 0.0; MEP2 TOR yeast: 99.0; AGP1-GFP MLPCN: 98.2; RPL19A TOR yeast: 110.8

Looked up by structure from the entries so far, 2 records:
How did CC(Oc1ccc(F)cc1)C(=O)N1CCN(c2ncccn2)CC1 (stereo unspecified) do in these assays?
LAP4 TOR yeast: 105.2; Yeast superoxide: 95.0; CIT2 TOR yeast: 82.3; VLA-4 inh: 32.6; GRK2 inh: 6.0; MEP2 TOR yeast: 94.9; AGP1-GFP MLPCN: 95.0; RPL19A TOR yeast: 95.5

Results for O=C(Nc1ccc(F)c(Cl)c1)Nn1cnnc1 ?
LAP4 TOR yeast: 105.0; Yeast superoxide: 101.5; CIT2 TOR yeast: 108.5; VLA-4 inh: -6.5; GRK2 inh: 0.0; MEP2 TOR yeast: 99.0; AGP1-GFP MLPCN: 98.2; RPL19A TOR yeast: 110.8

Continuation.
Results for CCOC(=O)N1CCN(C(=O)CN(c2ccccc2OC)S(=O)(=O)c2ccc(OC)cc2)CC1 ?
LAP4 TOR yeast: 102.8; Yeast superoxide: 94.2; CIT2 TOR yeast: 108.6; VLA-4 inh: 5.1; GRK2 inh: 2.0; MEP2 TOR yeast: 103.4; AGP1-GFP MLPCN: 101.3; RPL19A TOR yeast: 110.3

What do the screens show for `CC12CCC(C(=O)O)(c3nc4cc([N+](=O)[O-])ccc4nc31)C2(C)C` (stereo unspecified)?
LAP4 TOR yeast: 116.8; Yeast superoxide: 106.4; CIT2 TOR yeast: 97.0; VLA-4 inh: 5.2; GRK2 inh: 1.0; MEP2 TOR yeast: 100.4; AGP1-GFP MLPCN: 100.8; RPL19A TOR yeast: 96.6

What do the screens show for `COC(=O)c1cccc(/C=N/NC(N)=S)c1O`?
LAP4 TOR yeast: 120.2; Yeast superoxide: 95.0; CIT2 TOR yeast: 87.7; VLA-4 inh: -5.3; GRK2 inh: 1.0; MEP2 TOR yeast: 98.0; AGP1-GFP MLPCN: 104.5; RPL19A TOR yeast: 94.3

Results for COC(=O)c1cc(COC(=O)c2nc3nc(C)cc(C)n3n2)oc1C ?
LAP4 TOR yeast: 117.2; Yeast superoxide: 89.9; CIT2 TOR yeast: 78.8; VLA-4 inh: -3.5; GRK2 inh: 0.0; MEP2 TOR yeast: 101.9; AGP1-GFP MLPCN: 96.8; RPL19A TOR yeast: 92.9

Results for CCOC(=O)c1[nH]c2ccc(OC)cc2c1NC(=O)c1nonc1C ?
LAP4 TOR yeast: 108.7; Yeast superoxide: 105.2; CIT2 TOR yeast: 109.6; VLA-4 inh: -3.8; GRK2 inh: 1.0; MEP2 TOR yeast: 107.7; AGP1-GFP MLPCN: 102.9; RPL19A TOR yeast: 100.7

Results for Cn1c2ccccc2c2ncn(Cc3ccco3)c(=O)c21 ?
LAP4 TOR yeast: 108.8; Yeast superoxide: 105.9; CIT2 TOR yeast: 95.0; VLA-4 inh: 55.3*; GRK2 inh: 2.0; MEP2 TOR yeast: 100.3; AGP1-GFP MLPCN: 94.8; RPL19A TOR yeast: 94.0

What do the screens show for `COc1ccc(N2C(=NC(=O)c3ccccc3)SC3CS(=O)(=O)CC32)cc1` (stereo unspecified)?
LAP4 TOR yeast: 97.9; Yeast superoxide: 100.7; CIT2 TOR yeast: 99.0; VLA-4 inh: 2.9; GRK2 inh: 1.0; MEP2 TOR yeast: 105.5; AGP1-GFP MLPCN: 97.0; RPL19A TOR yeast: 98.6

Results for O=C1CCCC2=C1C(c1cccs1)n1ncnc1N2 (stereo unspecified) ?
LAP4 TOR yeast: 94.3; Yeast superoxide: 112.5; CIT2 TOR yeast: 103.7; VLA-4 inh: 42.9; GRK2 inh: 1.0; MEP2 TOR yeast: 95.1; AGP1-GFP MLPCN: 101.1; RPL19A TOR yeast: 98.2

Results for COc1cc(OC)cc(C(=O)NCCOc2ccccc2)c1 ?
LAP4 TOR yeast: 91.3; Yeast superoxide: 106.5; CIT2 TOR yeast: 87.5; VLA-4 inh: 0.0; GRK2 inh: 9.0; MEP2 TOR yeast: 108.3; AGP1-GFP MLPCN: 98.0; RPL19A TOR yeast: 102.6

How did COc1ccc(N2CCN(C(=O)CN3C(=O)NC(C)(C4CC4)C3=O)CC2)cc1 (stereo unspecified) do in these assays?
LAP4 TOR yeast: 101.7; Yeast superoxide: 91.2; CIT2 TOR yeast: 98.4; VLA-4 inh: 1.2; GRK2 inh: 1.0; MEP2 TOR yeast: 104.8; AGP1-GFP MLPCN: 101.6; RPL19A TOR yeast: 101.3

How did Cc1ccccc1C(=O)N1CCC(C(=O)OCc2ccccc2Cl)CC1 do in these assays?
LAP4 TOR yeast: 93.4; Yeast superoxide: 111.2; CIT2 TOR yeast: 85.8; VLA-4 inh: 18.4; GRK2 inh: 2.0; MEP2 TOR yeast: 94.6; AGP1-GFP MLPCN: 89.7; RPL19A TOR yeast: 95.0

What do the screens show for `NC(=O)C1CCN(C(=O)c2ccc(CS(=O)(=O)c3c(Cl)cccc3Cl)o2)CC1`?
LAP4 TOR yeast: 96.2; Yeast superoxide: 101.9; CIT2 TOR yeast: 109.2; VLA-4 inh: -13.4; GRK2 inh: 0.0; MEP2 TOR yeast: 103.0; AGP1-GFP MLPCN: 102.4; RPL19A TOR yeast: 101.0

What do the screens show for `CCOc1ccccc1CN1CCCC(C(=O)Nc2cccc(-n3cccn3)c2)C1` (stereo unspecified)?
LAP4 TOR yeast: 85.4; Yeast superoxide: 97.9; CIT2 TOR yeast: 92.1; VLA-4 inh: -3.6; GRK2 inh: 0.0; MEP2 TOR yeast: 85.8; AGP1-GFP MLPCN: 83.9; RPL19A TOR yeast: 88.1

How did Cc1[nH]c(=O)c(C(=O)c2cc(Cl)ccc2O)cc1C(=O)O do in these assays?
LAP4 TOR yeast: 108.8; Yeast superoxide: 113.2; CIT2 TOR yeast: 104.9; VLA-4 inh: -1.9; GRK2 inh: 4.0; MEP2 TOR yeast: 106.3; AGP1-GFP MLPCN: 103.1; RPL19A TOR yeast: 104.9

What do the screens show for `Cc1ccc(C(=O)NCCNC(=O)CN2CCCC2)cc1`?
LAP4 TOR yeast: 96.5; Yeast superoxide: 102.0; CIT2 TOR yeast: 92.3; VLA-4 inh: -0.8; GRK2 inh: 0.0; MEP2 TOR yeast: 98.8; AGP1-GFP MLPCN: 97.3; RPL19A TOR yeast: 96.4

How did CCC(C)Nc1ccc(NC(C)CC)cc1 (stereo unspecified) do in these assays?
LAP4 TOR yeast: 113.1; Yeast superoxide: 110.6; CIT2 TOR yeast: 80.5; VLA-4 inh: -33.3; GRK2 inh: 5.0; MEP2 TOR yeast: 93.5; AGP1-GFP MLPCN: 92.6; RPL19A TOR yeast: 94.8

How did CC[C@@H](C(=O)[C@@H](C)[C@@H](O)[C@H](C)CCc1ccc(C)c(O)c1C(=O)O)[C@H]1O[C@](CC)([C@H]2CC[C@](O)(CC)[C@H](C)O2)C[C@@H]1C do in these assays?
LAP4 TOR yeast: 92.0; Yeast superoxide: 75.5; CIT2 TOR yeast: 83.0; VLA-4 inh: 1.8; GRK2 inh: 0.0; MEP2 TOR yeast: 99.8; AGP1-GFP MLPCN: 94.8; RPL19A TOR yeast: 100.4

What do the screens show for `CCOc1ccc(CN(CCC#N)C(=S)NC(=O)c2ccccc2)cc1`?
LAP4 TOR yeast: 94.2; Yeast superoxide: 93.7; CIT2 TOR yeast: 99.3; VLA-4 inh: 9.4; GRK2 inh: 2.0; MEP2 TOR yeast: 96.2; AGP1-GFP MLPCN: 99.8; RPL19A TOR yeast: 106.1

How did O=S(=O)(c1ccccc1)N(Cc1cccc(F)c1)c1ccccc1 do in these assays?
LAP4 TOR yeast: 92.6; Yeast superoxide: 90.6; CIT2 TOR yeast: 101.6; VLA-4 inh: -1.0; GRK2 inh: 1.0; MEP2 TOR yeast: 108.2; AGP1-GFP MLPCN: 99.3; RPL19A TOR yeast: 104.9

How did COC(=O)Nc1nc2ccc(SC(C)C)cc2[nH]1 do in these assays?
LAP4 TOR yeast: 102.6; Yeast superoxide: 93.8; CIT2 TOR yeast: 76.2; VLA-4 inh: 23.7; GRK2 inh: 0.0; MEP2 TOR yeast: 96.1; AGP1-GFP MLPCN: 80.7; RPL19A TOR yeast: 98.6
